NPY1 pot ag = human NPY-Y1 potentiation or agonism, primary screen; activation, % at 3.6 µM; NPY-Y1 expressing cells, potentiator/agonist activation; 220,000 compounds, 0.37% hits; in the data active = activation above about 33%, passing the limit was not always enough;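 also: cells stimulated with NPY at EC10 then isoproterenol at EC100; 0% = low agonist plus stimulus and 100% = saturating agonist plus stimulus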
TRPN1 ag = agonists of zebrafish TRPN1 channel; HEK293 zebrafish TRPN1-YFP, Fluo-8 calcium fluorescence; 100% = response to 87 µM carbachol; activation, % at 3 µM; 220,000 compounds, 0.18% hits;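 active = activation above its plate's cutoff, the mean activation of test wells on that plate plus 3 SD, cut at about 19% in these data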;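 also: 0% = DMSO alone and 100% = 87 µM carbachol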
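Assay system: Zebrafish TRPN1-YFP in HEK293 cells | Incubation: Dye loading 1 h at 37 °C, then 30 min room temperature | Measured by: Kinetic Fluo-8 fluorescence, ex 470-495, em 515-575 nm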
CHOP inh = blocks CHOP induction under ER stress | CHO-K1 CHOP-promoter luciferase, tunicamycin-induced, 15-18 h | inhibition, % at 10 µM | 220,000 compounds, 3.8% hits;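 active = compounds that reduced the stress-induced luciferase reporter signal by more than about 70% of percent inhibition, limit read from the data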;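 also: 0% = tunicamycin plus vehicle and 100% = wells without tunicamycin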
PPC-1+TRAIL kill = kills PPC-1 cancer cells in the presence of TRAIL; PPC-1 cells + TRAIL, ATPLite viability luminescence; cell killing (% activity), % at 4 µM; 220,000 compounds, 0.41% hits; AID 1443;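 active = cell killing above 50% in the first pass at 4 µM, then a duplicate retest at 5 µM averaging 50% or more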;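 also: plate controls were cells with TRAIL plus DMSO for no effect and medium-only wells lacking cells for full effect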
14-3-3 Bad PPI = disrupts binding of bovine 14-3-3 zeta to phospho-Bad peptide; P63103; TR-FRET 14-3-3zeta/Dy647-pBad peptide displacement, 1 h; inhibition, % at 21.7 µM; 220,000 compounds, 0.71% hits; AID 781;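 active = inhibition above about 70%, limit read from the data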;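 also: 0% = full 14-3-3 plus peptide FRET controls and 100% = background without 14-3-3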
TRPML3 agonist = agonists of human TRPML3 channel; Q8TDD5; HEK293 TRPML3-YFP, Fluo-8 calcium fluorescence; 100% = the carbachol control signal; activation, % at 3 µM; 220,000 compounds, 0.29% hits; AID 1448;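 active = activation above its plate's cutoff, the mean activation of the plate's test wells plus 3 SD, cut at about 12% in these data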;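 also: 0% = DMSO only wells and 100% = carbachol wells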
Target sequence (Q8TDD5 whole entry, looked up): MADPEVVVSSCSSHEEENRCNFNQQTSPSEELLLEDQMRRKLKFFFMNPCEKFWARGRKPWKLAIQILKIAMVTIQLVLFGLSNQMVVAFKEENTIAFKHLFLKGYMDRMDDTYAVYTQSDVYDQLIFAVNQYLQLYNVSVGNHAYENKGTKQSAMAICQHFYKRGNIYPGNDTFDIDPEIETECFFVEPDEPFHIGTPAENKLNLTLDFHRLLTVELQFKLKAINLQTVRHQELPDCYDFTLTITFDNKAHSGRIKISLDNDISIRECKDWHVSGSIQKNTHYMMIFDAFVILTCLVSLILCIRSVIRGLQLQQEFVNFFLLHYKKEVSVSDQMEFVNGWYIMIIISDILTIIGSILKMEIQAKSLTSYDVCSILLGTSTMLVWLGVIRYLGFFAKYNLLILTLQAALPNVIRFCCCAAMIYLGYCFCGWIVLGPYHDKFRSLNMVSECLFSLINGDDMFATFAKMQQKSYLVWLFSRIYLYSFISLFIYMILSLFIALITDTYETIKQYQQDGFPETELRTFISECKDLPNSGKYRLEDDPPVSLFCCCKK
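Test system – HEK293 line with stable expression of human TRPML3-YFP channel · Control set – carbachol 87 µM final as high control (100%), DMSO as low control (0%) · Signal – Fluo-8 calcium dye fluorescence, ex 470-495, em 515-575 nm · Incubation – 1-h 37 °C dye load, 5-s basal, 120-s post-compound reads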
EP2 modulator = EP2 receptor (human) modulation; P43116; EP2-expressing cells, cAMP HTRF FRET, PGE2 co-stimulation; induction, % at 25 µM; 260,000 compounds, 0.83% hits;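 active = compounds whose cAMP rise, as percent of the full-agonist control response, exceeds 60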;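 also: rat C6 glioma line stably carrying human EP2 under a CMV promoter; the protocol text gives 20 µM as final concentration; 100% = response of wells given 1 µM PGE2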
Target sequence (P43116 whole entry, looked up): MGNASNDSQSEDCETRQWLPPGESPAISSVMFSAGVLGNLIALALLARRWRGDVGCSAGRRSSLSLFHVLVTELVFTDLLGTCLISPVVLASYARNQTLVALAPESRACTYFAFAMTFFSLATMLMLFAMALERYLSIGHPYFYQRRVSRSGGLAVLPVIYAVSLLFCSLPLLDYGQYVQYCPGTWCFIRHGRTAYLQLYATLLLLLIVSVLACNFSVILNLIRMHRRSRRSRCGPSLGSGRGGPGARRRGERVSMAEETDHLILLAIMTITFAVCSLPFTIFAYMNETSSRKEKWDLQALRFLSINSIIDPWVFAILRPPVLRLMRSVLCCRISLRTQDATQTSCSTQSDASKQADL
NPY Y1 blocker = NPY-Y1 (human) receptor antagonism; HEK293-CNG Y1 cells, membrane potential fluorescence; NPY at EC95, then isoproterenol; inhibition, % at 3.6 µM; P25929; 200,000 compounds, 1% hits;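 active = inhibition above the campaign mean inhibition of all tested compounds plus 3 SD, cut at about 20% in these data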;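 also: 0% = DMSO wells given NPY plus isoproterenol and 100% = isoproterenol alone without NPY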
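Assay system: HEK293 cells with Y1 receptor plus CNG channel | Probe or stimulus: NPY (25 nM), isoproterenol (1 µM), Ro 20-1724 (25 µM) | Timing: Compound incubation 1 h at room temperature, readout 45 min post-stimulation | Measured by: Membrane-potential fluorescent dye readout | Benchmarks: High control isoproterenol alone, low control NPY with isoproterenol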
PGE2 EP2 inh = inhibitors of human EP2 prostaglandin E2 receptor. C6 glioma cells expressing human EP2, cAMP TR-FRET; cells stimulated with saturating PGE2. 260,000 compounds, 0.52% hits. inhibition, % at 25 µM. P43116;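 active = percent inhibition above 40 after rounding to a whole number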;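 also: rat C6 glioma host cells with rolipram phosphodiesterase inhibitor present; the protocol text gives 20 µM as final concentration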
* hit, by the source's call; x = not tested or not shown; & = joins results of further samples; [ ] = another dose, or the depositor's remark. An excerpt; rates above refer to the full screens.

SMILES	NPY1 pot ag	TRPN1 ag	CHOP inh	PPC-1+TRAIL kill	14-3-3 Bad PPI	TRPML3 agonist	EP2 modulator	NPY Y1 blocker	PGE2 EP2 inh
CCn1nccc1C(=O)Nc1ccc(Cl)cn1	-18	0.7	4	28	1	0.6	5	1	8
CNc1c([N+](=O)[O-])cnn1-c1ccccn1	-3	0.5	-3	6	-19	0.5	5	7	5
CCc1nnc(NC(=O)CSc2nnc(Cc3ccccc3)o2)s1	-5	0.5	-58	20	0	-0.3	18&12	-4	5&22
CCc1nnc(NC(=O)CCC(=O)O)s1	-9	2.3	22	7	1	0.8	12	0	13
CC(=O)c1cc(-c2ccc(F)cc2)n(CCC(=O)Nc2cccnc2)c1C	-17	0.9	1	22	-3	-0.5	-8	-1	0
O=C(O)C1C2CCC(C2)C1C(=O)NCc1ccco1 (configuration not stated)	6	0.7	22	29	1[fluorescence artefact?]	1.0	26	3	17
O=C(CCC(=O)N(Cc1ccco1)C(C(=O)NC1CCCC1)c1ccncc1)Nc1cccnc1 (configuration not stated)	13	0.7	-21	-12	-18	0.0	21	-2	8
S=C(Nc1ccccc1)Nc1nccs1	10	2.4	-213&-21	41	-3	-0.3	-33&1	x	18&16
COc1ccc(NC(=O)CN2CCC(C(N)=O)(N3CCCCC3)CC2)cc1	21	1.1	16	8	-4	1.4	28	5	5
CCn1c(SCC(=O)Nc2ccc(OC)c(OC)c2)nnc1-c1ccco1	19	0.9	11	16	2	1.0	6	x	11
Cc1cccc(Nc2nc(NC(C)C)nc(Oc3ccc(=O)n(C)n3)n2)c1	-1	-0.7	30	-1	0	-0.3	-19	-10	4
O=C(Cn1cnc2c(nnn2Cc2ccccc2)c1=O)NCc1ccco1	13	0.2	-21	28	-6[fluorescence artefact?]	-0.1	8	-2	14
O=C1OCC(CO)(CO)N=C1NNc1cc(Cl)ccc1Cl	14	-0.1	6	13	-7	0.5	-16	-1	3
COc1cc(/C=C2\SC(=S)N(NS(=O)(=O)c3ccc(C)cc3)C2=O)ccc1O	-16	37*	22	9	-8	24*	-51	x	41*
Cc1c(O)nc(SCC(=O)Nc2ccc3c4c(cccc24)CC3)n(-c2ccc(F)cc2)c1=O	4	1.7	16	1	-31[fluorescence artefact?]	0.0	7	4	5
O=C1N/C(=N\N=C\c2ccc3ncccc3c2)SC1Cc1ccc(SC(F)F)cc1 (configuration not stated)	0	-1.2	69	14	14	-0.2	-45	-2	23
COc1cc(/C=C/C2=CC(C)(C)NC(=S)N2)cc(OC)c1OC	2	-0.7	-11	12	-5	-1.5	-64	4	8
O=C(N/C(C(=O)N1CCOCC1)=C(\Sc1ncccn1)c1ccccc1)c1ccccc1	8	2.8	6	12	-30	1.1	-15	-1	9
CN(Cc1ccccc1)S(=O)(=O)c1ccccc1[N+](=O)[O-]	1	-2.5	17	9	-4	0.7	7	3	0
COc1ccc(/C(C)=C(\C#N)C(=O)OC(C)C)cc1OC	-4	0.2	12	4	7	0.2	17	5	6
CS(=O)(=O)Nc1nnc(Cc2ccccc2)s1	3	0.3	1	13	14	0.9	6	1	14
CC1CC(C)CN(C(=O)c2ccc(CNc3c(N4CCCC4)c(=O)c3=O)cc2)C1 (configuration not stated)	3	0.9	1	-2	1	1.2	28	x	7
COc1ncnc2c1oc1nc(C(C)C)c3c(c12)CC(C)(C)OC3	7	0.9	32	22	-3	0.3	32	-9	5
CN1CCc2c(sc(/N=C/c3c[nH]c4ccccc34)c2C(N)=O)C1	-6	-0.2	20	-4	-15	0.5	-38	x	11
CC(=O)Nc1c(C)ccc(S(N)(=O)=O)c1C	-15	2.5	-22	26	-5	0.8	28	-1	10
OCCC1CN(Cc2nc3ccccc3s2)CCN1C1CCCCC1 (configuration not stated)	0	1.5	24	-8	-3	1.0	4	14	6
CC(=O)Nc1nc(=S)n(-c2ccccc2)[nH]1	8	-0.1	8	9	0	0.6	8	-5	2
O=C1c2ccccc2C(=O)C12Cc1ccccc1N1CCN(c3ccccc3)CC12 (configuration not stated)	15	1.6	47	6	-9	-0.5	44	-2	1
CCNC(=O)c1cc(S(=O)(=O)N(C)C)c(Cl)cc1Cl	3	-0.1	5	10	88*	1.0	15	4	10
COC(=O)c1ccc(C2Nc3ccc(/C(C)=N/NC(=O)C(OC)c4ccccc4)cc3C3C=CCC32)cc1 (configuration not stated)	-8	-0.1	x	3	x	-0.2	x	1	20
CC1=Nc2ccc(C)cc2/C1=C/c1c(N)n2oc(C)cc2nc1=O	13&13	3.2&1.3	-5&27	-2&6	-11&-4	1.3&-0.1	-60&-41	2	8&19
COc1ccc([N+](=O)[O-])cc1NC(=O)C(C)Sc1nc(-c2ccccc2)cs1 (configuration not stated)	5	0.6	9	14	-9	0.5	10	-1	5
C=CCOc1ccccc1CN1CCCC(CCC(=O)N(C)CCc2ccccn2)C1 (configuration not stated)	13	0.8	11	5	1	0.5	16	2	7
COc1ccc(C(C)=O)cc1COC(=O)CCCN1C(=O)c2ccccc2C1=O	9	0.9	29	15	-11	0.8	-12	13	3
c1ccc2cc3[nH]c(CN4CCOCC4)nc3cc2c1	-4	0.9	0	11	1	0.7	-20	-2	4
CCOc1ccc(NC(=O)C(Cc2ccccc2)N2C(=O)c3cccc4cccc(c34)C2=O)cc1 (configuration not stated)	18	0.4	-6	-12	5	1.4	27	0	5
CCC(=O)N1CCc2cc(S(=O)(=O)Nc3ccc4c(c3)OCCO4)ccc21	-4	2.9	21	18	-6	1.8	-33	5	9
Cn1cc(C(=O)Nc2ccc3c(c2)CCC3)cn1	13	0.2	-33	40	-11	0.4	-4	-4	8
CCOC(=O)CC(=O)c1[nH]c(C)c(C(=O)OCC)c1C	-3	-0.1	5	26	-12	0.3	-12	0	2
COc1ccc(S(=O)(=O)N2CCOCC2)cc1NC(=O)CSc1nnc2c(n1)[nH]c1ccccc12	3	0.4	-30	29	-1	0.1	-22	x	5

At a glance, part of the list above:
SMILES	NPY1 pot ag	TRPN1 ag	CHOP inh	PPC-1+TRAIL kill	14-3-3 Bad PPI	TRPML3 agonist	EP2 modulator	NPY Y1 blocker	PGE2 EP2 inh
CCn1c(SCC(=O)Nc2ccc(OC)c(OC)c2)nnc1-c1ccco1	19	0.9	11	16	2	1.0	6	x	11
Cc1cccc(Nc2nc(NC(C)C)nc(Oc3ccc(=O)n(C)n3)n2)c1	-1	-0.7	30	-1	0	-0.3	-19	-10	4
O=C(Cn1cnc2c(nnn2Cc2ccccc2)c1=O)NCc1ccco1	13	0.2	-21	28	-6[fluorescence artefact?]	-0.1	8	-2	14
O=C1OCC(CO)(CO)N=C1NNc1cc(Cl)ccc1Cl	14	-0.1	6	13	-7	0.5	-16	-1	3

New compounds follow.
SMILES	NPY1 pot ag	TRPN1 ag	CHOP inh	PPC-1+TRAIL kill	14-3-3 Bad PPI	TRPML3 agonist	EP2 modulator	NPY Y1 blocker	PGE2 EP2 inh
CCN(C(=O)c1ccnn1C)c1ccccc1	-22	0.8	-28	31	17	0.4	24	-3	6
CCOc1cc(N(CC)CC)ccc1/C=C(/C#N)c1nc2ccccc2[nH]1	-22	7.0	27	30	-19	3.0	9	0	x
Cc1ccc(C(C)n2cc(C(=O)NCc3cccnc3)nn2)cc1 (configuration not stated)	12	0.7	-5	13	-12	0.8	-3&-22	-2	16&2
COc1ccccc1N1CCN(CC(=O)Nc2ccc(Cl)c(C(F)(F)F)c2)CC1	-8	1.3	65	-2	-6	0.7	-51	12	8
Cc1cc(C)nc(N(C#N)CC(=O)N2CCC(C(N)=O)CC2)n1	3	-1.5	-9	6	10	0.3	-20	1	8
COc1ccccc1NC(=O)CNS(=O)(=O)c1ccccc1	-3	0.0	12	2	5	-0.9	20	4	8
O=c1c2ccccc2ncn1-c1ccc(Cl)c(Cl)c1	-11	0.3	-4	8	-4	0.3	25	2	3
O=C(COC(=O)c1ccc(O)cc1)Nc1ncc(Cl)cc1Cl	5	1.3	12	2	-3	0.4	13	3	8
CCN(CC)S(=O)(=O)c1ccc(-c2nnc(SCC(=O)Nc3nnc(C)s3)n2CC)cc1	13	0.5	13	-15	4	0.2	42	-2	2
Cc1ccc(OC(C)c2nnc(N)s2)cc1Cl (configuration not stated)	21	3.0	15	-3	-2	0.9	-23	2	x
COC(=O)c1c(C)oc(C)c1S(=O)(=O)N(C)C1CCCCC1	11	-0.5	11	3	-13	0.7	-2	x	8
CCCCCC(=O)NC(NC(=S)Nc1ccc(S(N)(=O)=O)cc1)C(Cl)(Cl)Cl (configuration not stated)	16	0.5	-3	-7	12	0.4	-16	1	2
Clc1ccc(Cc2noc(CN3CCN(c4ccccc4)CC3)n2)c(Cl)c1	-20	-0.6	7	-5	-10	0.2	-5	4	2
COc1ccccc1NC(=O)Nc1cnccn1	-7	-0.7	16	-6	-5	0.4	2	2	4
Cn1c(CCc2nc3ccccc3[nH]2)nnc1SCC#N	-11	0.8	-6	x	15	0.8	-11	-2	4
O=C1SCC(c2ccccc2)=NN1Cc1ccccc1	-2	-1.0	0	5	15[fluorescence artefact?]	-0.4	19	4	7
Cc1cc(C)c(S(=O)(=O)Nc2ccc3c4c(cccc24)CC3)c(C)c1	-64	0.8	59	15	28	-0.6	-63	23*	24
O=C1NC[C@H](Cc2ccccc2)N(CCc2cccc(F)c2)C1=O	x	x	32	-14	-2	x	-8	x	12
COCCN(C(=O)Nc1ccccc1)c1ccccc1	20	-0.8	23	18	-2	0.6	-6	0	12
COc1ccc(CCC(=O)N2CC(C)OC(C)C2)cc1 (configuration not stated)	13	-0.7	30	16	-5	0.8	4	1	10
CCNc1nc(CN2CCCCC2)nc2scc(-c3ccccc3)c12	-26	0.5	20	27	-2	0.8	2	5	7
C#CCOCCOCCOCCNc1nc(N2CCN(C(=O)[C@H](CCC(=O)O)n3cc(C(N)CC(C)C)nn3)CC2)nc(N2CCN(C(=O)[C@H](Cc3cc4ccccc4[nH]3)n3cc(C(N)[C@H](C)CC)nn3)CC2)n1 (some centres not stated)	9	0.4	22	10	9	0.6	20	-1	x
C=CCn1c(N)c(C(=O)Nc2ccc(C)cc2)sc1=S	12	-0.2	43	27	-11	-0.8	-11	-3	x
Cc1ccc2c(c1)/C(=N/OS(=O)(=O)c1ccccc1)CCS2	8	1.1	x	x	x	1.2	x	1	8
Cc1ccc2nc(C(F)C(F)(F)F)[nH]c2c1 (configuration not stated)	2	-0.1	7	7	-12	0.2	1	-2	4
COC(=O)c1ccc(Cl)cc1N(Cc1c(F)cccc1Cl)S(C)(=O)=O	3	4.0	10	15	-1	70*	-1	x	11
CCN(C(=O)CSc1nc2ccccc2n1CC)C1CCS(=O)(=O)C1 (configuration not stated)	0	0.7	-8	5	-17	1.2	3	1	8
